CHRM1 PAM: positive allosteric modulators of human M1 muscarinic receptor; P11229; AID 588819; hit rate 0.088% among 360,000; CHO-K1 hM1, Fluo-8 calcium fluorescence, ACh EC20; 0% = ACh EC20, 100% = maximal ACh; activation, % at 3 µM; in the data active = activation above about 19%, passing the limit was not always enough
CHRM1 antagonist: blocks human M1 muscarinic receptor; CHO-K1 hM1, Fluo-8 calcium fluorescence, ACh EC80 antagonist; AID 588852; inhibition, % at 3 µM; P11229; hit rate 1.3% among 360,000;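 active = percent inhibition above its own plate's cutoff, namely the mean of that plate's compound wells plus 3 SD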;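 also: peak over basal fluorescence ratio during 140 s after agonist addition; 0% = ACh EC80 plus DMSO and 100% = DMSO alone without agonist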
CHRM4 antagonist: blocks acetylcholine activation of human M4 receptor. inhibition, % at 3 µM. hit rate 0.73% among 360,000. AID 624125. CHO-hM4 cells, ACh EC80, Fluo-8 calcium fluorescence. P08173;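 active = inhibition above its plate's cutoff, the mean inhibition of sample wells plus 3 SD, cut at about 27% in these data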;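 also: 0% = acetylcholine EC80 with DMSO and 100% = DMSO without agonist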
Target sequence (P08173 whole entry, looked up): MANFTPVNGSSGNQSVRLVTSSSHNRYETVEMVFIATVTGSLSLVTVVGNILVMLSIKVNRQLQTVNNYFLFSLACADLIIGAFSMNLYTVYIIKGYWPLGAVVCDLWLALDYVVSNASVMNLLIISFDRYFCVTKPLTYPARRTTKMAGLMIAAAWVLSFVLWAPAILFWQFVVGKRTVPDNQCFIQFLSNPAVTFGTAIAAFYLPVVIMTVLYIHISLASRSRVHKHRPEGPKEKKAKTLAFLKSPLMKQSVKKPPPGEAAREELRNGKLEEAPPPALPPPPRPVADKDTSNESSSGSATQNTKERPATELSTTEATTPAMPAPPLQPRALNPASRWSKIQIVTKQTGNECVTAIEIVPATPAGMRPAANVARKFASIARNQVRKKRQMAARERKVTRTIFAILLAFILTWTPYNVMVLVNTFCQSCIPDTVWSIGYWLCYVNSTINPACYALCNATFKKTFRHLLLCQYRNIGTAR
CHRM5 PAM: positive allosteric modulators of human muscarinic M5 receptor; P08912; CHO-K1 hM5, Fluo-8 calcium, ACh EC20 PAM; 0% = ACh EC20, 100% = ACh EC100; activation, % at 3 µM; hit rate 0.3% among 360,000;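 active = activation above the run cutoff, the mean activation of all test compounds plus 3 SD, cut at about 18% in these data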
Target sequence (P08912 whole entry, looked up): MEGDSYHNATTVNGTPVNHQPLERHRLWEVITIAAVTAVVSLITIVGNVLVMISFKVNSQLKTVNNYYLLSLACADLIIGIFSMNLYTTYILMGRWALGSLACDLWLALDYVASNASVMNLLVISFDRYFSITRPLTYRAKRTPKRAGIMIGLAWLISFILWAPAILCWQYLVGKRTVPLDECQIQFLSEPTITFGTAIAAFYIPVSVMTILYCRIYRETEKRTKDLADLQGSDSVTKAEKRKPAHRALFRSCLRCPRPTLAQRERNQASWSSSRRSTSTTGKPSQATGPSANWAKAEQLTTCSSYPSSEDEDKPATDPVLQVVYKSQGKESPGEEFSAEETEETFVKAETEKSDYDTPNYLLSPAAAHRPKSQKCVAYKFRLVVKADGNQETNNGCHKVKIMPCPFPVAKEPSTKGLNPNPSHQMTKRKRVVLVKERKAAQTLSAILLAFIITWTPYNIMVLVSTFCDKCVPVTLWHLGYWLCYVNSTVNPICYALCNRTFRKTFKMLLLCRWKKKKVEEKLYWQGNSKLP
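Assay system: CHO-K1 hM5 cells / Incubation: Fluo-8 loading 80 min at 37 °C plus 30 min room temperature / Technique: Fluo-8 calcium dye fluorescence, kinetic read / Repeats: single replicate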
M4 PAM: potentiates acetylcholine response at human M4 receptor | CHO-K1 hM4/Gqi5, Fluo-8 calcium fluorescence, ACh EC20; 0% = ACh EC20, 100% = maximal ACh | hit rate 0.4% among 360,000 | P08173 | activation, % at 3 µM;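 active = activation above its plate's cutoff, the mean activation of sample wells plus 3 SD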; also: some results filed as inactive read as strong as hits
M5 antag: CHRM5 antagonism in calcium assay | CHO-hM5 cells, Fluo-8 calcium fluorescence, ACh EC80 | inhibition, % at 3 µM | hit rate 0.59% among 360,000 | AID 624040;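 active = inhibition above a per-plate cutoff, the mean of that plate's test compounds plus 3 SD, cut at about 27% in these data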;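 also: 0% = acetylcholine EC80 with DMSO and 100% = DMSO without agonist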
CHRM4 agonist: agonists of human muscarinic M4 receptor (CHRM4) | P08173 | CHO-K1 hM4/Gqi5, Fluo-8 calcium fluorescence; vehicle 0%, full acetylcholine response 100% | activation, % at 3 µM | hit rate 0.14% among 360,000;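 active = activation above the run mean over all test wells plus 3 SD, cut at about 32% in these data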;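 also: peak over basal fluorescence ratio per well then scaled between controls; 0% = DMSO wells and 100% = acetylcholine at EC100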
M5 ag: CHRM5 agonism in calcium assay; P08912; CHO-K1 hM5 cells, Fluo-8 calcium fluorescence; 0% DMSO wells, 100% maximal acetylcholine response; activation, % at 3 µM; hit rate 0.19% among 360,000;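 active = activation above the run's mean over test compounds plus 3 SD, cut at about 23% in these data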;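 also: signal is peak over basal fluorescence ratio across the kinetic read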
CRFR2-BP ag: CRF-BP/CRF-R2 complex agonism. AID 588473. hit rate 0.46% among 350,000. HEK293 CRF-R2/CRF-BP, calcium dye fluorescence (FLIPR); percent of saturating CRF peptide response. activation, % at 13.2 µM;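 active = activation of at least 50%, plus an integration ratio under a set limit after plate pattern correction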;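 also: plate controls were neutral control wells without compound for no effect and CRF at EC100 for full effect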
Active calls of the source: *; x = no result given.

1) O=S(=O)(c1ccc(S(=O)(=O)N(Cc2ccco2)Cc2ccccc2Cl)cc1)N1CCCC1
2) CCOc1ccc(N(CC(=O)NCCc2ccccc2)C(=O)CCC(=O)Nc2cc(C)ccn2)cc1
3) COc1ccccc1NC(=O)COC(=O)c1ccc(S(=O)(=O)NCc2ccco2)cc1
4) COc1cccc(N2CCN(Cc3ncc(-c4ccccc4)o3)CC2)c1
5) O=C(COc1ccc2ccc(=O)oc2c1)Nc1cc([N+](=O)[O-])ccc1F
6) C=CCNC(=S)N1CCOCC1
compound no.	1	2	3	4	5	6
CHRM1 PAM	0	10	3	-2	7	11
CHRM1 antagonist	-1	-7	-8	3	-8	-8
CHRM4 antagonist	17	1	-12	9	-16	8
CHRM5 PAM	1	-3	-9	0	-2	7
M4 PAM	-8	-4	16	-3	12	-2
M5 antag	3	19	-6	0	8	4
CHRM4 agonist	0	0	5	0	0	1
M5 ag	0	-3	-4	-2	2	-2
CRFR2-BP ag	7.4	-1.3	-1.0	-0.9	-1.5	-2.1

7) COc1cccc(-c2cc(C(F)(F)F)n3ncc(C(=O)N4CCc5ccccc5C4)c3n2)c1
8) O=C(OCc1ccccc1Cl)c1ccc(-n2cnnc2)cc1
9) COC(C(=O)Nc1c(F)cccc1F)c1ccccc1 (stereo not given)
10) CCOC(=O)[C@]12CCC=C1N(Cc1ccc3c(c1)OCO3)C(=O)[C@H](CC(=O)N1CCSCC1)C2
11) Cc1ccc(Nc2nc(-c3ccc(O)cc3O)cs2)nc1
12) COc1cc(NC(=O)CN2C(=O)c3ccccc3C2=O)c(C(=O)O)cc1OC
compound no.	7	8	9	10	11	12
CHRM1 PAM	5	0	3	x	7	10
CHRM1 antagonist	1	3	-1	x	-2	-7
CHRM4 antagonist	-5	9	-16	-2	12	-1
CHRM5 PAM	3	2	0	-7	-5	3
M4 PAM	1	1	9	-4	-3	3
M5 antag	1	-5	-15	13	6	-3
CHRM4 agonist	1	4	0	2	3	0
M5 ag	-1	1	-3	1	-2	4
CRFR2-BP ag	2.5	-1.7	0.1	x	-0.2	-0.7

13) Cc1nnc(SCC(=O)Nc2nonc2C)s1
14) CCOC(=O)c1cc2sccc2n1CC(=O)N1CCCc2ccccc21
15) CCOC(=O)C1=C(COC(=O)CCOc2ccc(C)cc2)NC(=O)NC1C (stereo not given)
16) Cc1ccc(N2CC(C(=O)NCCN3CCOCC3)CC2=O)cc1 (stereo not given)
17) O=C(NCc1ccc(F)cc1)C1CCC(CNS(=O)(=O)c2ccccc2)CC1 (stereo not given)
18) O=c1[nH]cnc2c1N=C(c1cccc([N+](=O)[O-])c1)CC(c1ccccc1)N2 (stereo not given)
compound no.	13	14	15	16	17	18
CHRM1 PAM	3	-9	15	7	2	7
CHRM1 antagonist	2	4	-16	-11	-9	-1
CHRM4 antagonist	-7	-20	5	-5	-2	1
CHRM5 PAM	4	-1	-3	6	-5	0
M4 PAM	1	2	7	-6	0	5
M5 antag	6	-8	2	0	3	19
CHRM4 agonist	1	6	2	2	4	0
M5 ag	-1	-2	-2	-1	1	-1
CRFR2-BP ag	0.4	-0.4	0.4	-0.5	-0.9	3.0

19) CC(=O)Nc1ccc(S(=O)(=O)NC(C)C(=O)OCC(=O)NC2CCCC2)cc1 (stereo not given)
20) CS(=O)(=O)N1CCC(C(=O)Nc2cc(C(F)(F)F)ccc2Cl)CC1
21) O=C(NCCS(=O)(=O)N1CCN(c2ccccc2)CC1)C1CCCCC1
22) Oc1ccc(/C=N/Nc2nc(-c3ccccc3F)nc3ccccc23)c(O)c1
23) COC(=O)c1ccc(N(CC(=O)NC2CCCC2)C(=O)CNC(=O)c2ccco2)cc1
24) CC(NC(=S)Nc1ccc(F)cc1)C(c1cccs1)N1CCOCC1 (stereo not given)
compound no.	19	20	21	22	23	24
CHRM1 PAM	9	3	-4	0	1	17
CHRM1 antagonist	12	-13	6	12	-14	-12
CHRM4 antagonist	5	3	5	6	-6	-13
CHRM5 PAM	0	-4	-2	-12	1	-2
M4 PAM	9	10	-6	-14	3	1
M5 antag	7	3	8	13	-10	-2
CHRM4 agonist	1	3	2	9	1	1
M5 ag	-1	0	4	-1	-5	0
CRFR2-BP ag	2.3	-1.9	-1.4	3.5	-3.7	1.5

25) COc1ccc(Cc2nnc(NC(=O)C3CCCO3)s2)cc1 (stereo not given)
26) CCCc1cc(C(=O)Nc2cc(Cl)ccc2O)no1
27) CN(C)S(=O)(=O)c1cccc(NC(=O)C2Cc3ccccc3CN2C(=O)c2ccccc2)c1 (stereo not given)
28) O=C(c1ccc(CS(=O)Cc2ccccc2Cl)o1)N1CCN(c2ccccc2)CC1 (stereo not given)
29) COc1ccc2nc(SCC(=O)NCCc3ccccc3)[nH]c2c1
30) N#C/C(=C\c1cccs1)c1nc2ccccc2[nH]1
compound no.	25	26	27	28	29	30
CHRM1 PAM	9	-4	3	1	5	9
CHRM1 antagonist	-15	3	-10	-3	-8	-11
CHRM4 antagonist	-9	1	-11	-7	-4	-7
CHRM5 PAM	-2	-7	1	-4	6	-10
M4 PAM	6	-10	6	-4	7	-2
M5 antag	3	11	18	-3	-8	13
CHRM4 agonist	1	2	5	10	2	3
M5 ag	1	-6	-3	2	-1	-1
CRFR2-BP ag	-1.4	0.2	-3.0	-2.0	0.2	0.9

31) CC(=O)N=c1scc(-c2ccccc2)n1-c1cccc(O)c1
32) CCOc1ccc2nc(N3CCC(C(=O)N4CCN(c5ncccn5)CC4)CC3)sc2c1
33) COc1cccc(CNc2nc3nc(C)c(Cl)c(C)n3n2)c1
34) Cc1cccc(C)c1NC(=O)Cn1cc(C=O)c2ccccc21
35) Cc1cc(C(=O)NN)c(C)o1
36) CN(Cc1ccc(OC(F)F)cc1)C(=O)c1ccc2nccnc2c1
compound no.	31	32	33	34	35	36
CHRM1 PAM	9	-6	0	4	15	12
CHRM1 antagonist	-4	10	7	2	-15	-17
CHRM4 antagonist	-11	-1	-5	5	-5	6
CHRM5 PAM	5	-3	-1	-12	-2	-3
M4 PAM	-2	-1	6	-8	-1	10
M5 antag	7	-2	1	11	8	-6
CHRM4 agonist	2	0	-1	10	1	2
M5 ag	0	0	-2	7	-4	-1
CRFR2-BP ag	-1.1	-5.6	0.4	-0.7	-1.4	1.6

37) CCc1ccccc1NC(=O)c1cc2ncc(Br)cn2n1
38) CC(=O)NCCc1ccc(C(=O)COC(=O)c2cc(C)oc2C)cc1
39) CCOc1cc(NC(=S)NCCCN2CCOCC2)c(OCC)cc1NC(=O)c1ccccc1
40) CN(C)C(=O)CCc1ccc2c3c([nH]c2c1)[C@]1(CCC2CCCC2)[C@@H](C(=O)N2CCOCC2)C[C@H](CC(=O)NC(C)(C)C)C(=O)N1CC3
41) CC(OC(=O)C1CSC2(C)CCC(=O)N12)C(=O)Nc1cccc(C#N)c1 (stereo not given)
42) COc1ccc(-c2ccc3nncn3c2)cn1
compound no.	37	38	39	40	41	42
CHRM1 PAM	10	0	14	8	5	10
CHRM1 antagonist	-6	-6	-14	-7	-7	-20
CHRM4 antagonist	10	-8	-7	-3	-9	-2
CHRM5 PAM	-2	-4	-10	0	4	-2
M4 PAM	6	3	2	2	-4	7
M5 antag	5	10	-1	-5	-4	3
CHRM4 agonist	1	1	1	1	1	0
M5 ag	1	0	-3	0	2	-1
CRFR2-BP ag	-1.9	-0.4	-5.0	-0.5	0.2	x

43) CCOC(=O)c1cc2c(n(-c3ccc(C)cc3)c1=O)CCCC2=O
44) CCOC(=O)C1=C(COC(=O)/C=C/c2ccccc2)NC(=O)NC1C (stereo not given)
45) Cc1nc(SCc2nc3ccc(Cl)cc3[nH]2)c2oc3ccccc3c2n1
46) CC(C)CC(=O)NC(=S)Nc1ccccc1C(F)(F)F
47) COc1cc(CNCc2ccc(OC)c3ccccc23)cc(OC)c1OC
48) CCOc1ccccc1NC(=O)CCS(=O)(=O)c1cccs1
compound no.	43	44	45	46	47	48
CHRM1 PAM	2	-9	-2	-6	-9	2
CHRM1 antagonist	-20	19	3	4	11	10
CHRM4 antagonist	1	0	-3	9	3	-12
CHRM5 PAM	13	-12	-5	-6	-18	2
M4 PAM	3	-10	7	3	-9	-1
M5 antag	-13	7	-1	5	17	-2
CHRM4 agonist	0	19	7	0	16	0
M5 ag	-3	5	-5	-6	-1	-2
CRFR2-BP ag	0.8	-0.8	2.5	-1.8	-0.8	0.4

As a working copy, part of the list above.
41) CC(OC(=O)C1CSC2(C)CCC(=O)N12)C(=O)Nc1cccc(C#N)c1 (stereo not given)
42) COc1ccc(-c2ccc3nncn3c2)cn1
43) CCOC(=O)c1cc2c(n(-c3ccc(C)cc3)c1=O)CCCC2=O
44) CCOC(=O)C1=C(COC(=O)/C=C/c2ccccc2)NC(=O)NC1C (stereo not given)
45) Cc1nc(SCc2nc3ccc(Cl)cc3[nH]2)c2oc3ccccc3c2n1
46) CC(C)CC(=O)NC(=S)Nc1ccccc1C(F)(F)F
47) COc1cc(CNCc2ccc(OC)c3ccccc23)cc(OC)c1OC
48) CCOc1ccccc1NC(=O)CCS(=O)(=O)c1cccs1
compound no.	41	42	43	44	45	46	47	48
CHRM1 PAM	5	10	2	-9	-2	-6	-9	2
CHRM1 antagonist	-7	-20	-20	19	3	4	11	10
CHRM4 antagonist	-9	-2	1	0	-3	9	3	-12
CHRM5 PAM	4	-2	13	-12	-5	-6	-18	2
M4 PAM	-4	7	3	-10	7	3	-9	-1
M5 antag	-4	3	-13	7	-1	5	17	-2
CHRM4 agonist	1	0	0	19	7	0	16	0
M5 ag	2	-1	-3	5	-5	-6	-1	-2
CRFR2-BP ag	0.2	x	0.8	-0.8	2.5	-1.8	-0.8	0.4

Additional entries follow.
49) c1ccc(C[C@H]2CNCCN2CCC23CC4CC(CC(C4)C2)C3)cc1
50) CS(=O)(=O)N(CC(=O)NCCSCc1ccccc1Cl)c1ccc(F)cc1
51) Cc1ccc(C)c(S(=O)(=O)ON2C(=O)c3ccccc3C2=O)c1
52) Cc1ccc(S(=O)(=O)NNC(=S)NC(=O)c2ccc([N+](=O)[O-])cc2)cc1
53) O=C1CSC(c2ccccc2)N1Cc1ccccc1 (stereo not given)
54) CN(C)S(=O)(=O)Oc1ccsc1C(=O)Nc1ccccc1Cl
compound no.	49	50	51	52	53	54
CHRM1 PAM	12	9	3	1	7	8
CHRM1 antagonist	-5	-1	-1	11	-11	-6
CHRM4 antagonist	4	2	3	-4	6	0
CHRM5 PAM	6	-7	3	-1	-2	6
M4 PAM	9	-2	7	4	5	-4
M5 antag	12	12	0	7	-3	6
CHRM4 agonist	3	4	1	1	0	2
M5 ag	4	1	0	1	-15	-10
CRFR2-BP ag	4.8	-5.9	1.5	0.3	x	-0.8

55) Cc1ccc(-c2nc(CSCC(=O)NC3CCN(Cc4ccccc4)CC3)c(C)o2)cc1
56) CCC1Oc2ccccc2N(CC(=O)NCCCN2CCOCC2)C1=O (stereo not given)
57) Cn1c(=O)c2nc(NCc3ccccc3)sc2n(C)c1=O
58) Cc1ccc(C(=O)OCC(=O)c2ccc(CC(=O)N3CCOCC3)s2)cc1C
59) Cc1ccc(-n2cccn2)c([C@@H]2C[C@H]3CN(C)C(=O)[C@]34CCCN24)c1
60) CC(=O)CCc1ccc(OCCCOc2cccc3cccnc23)cc1
compound no.	55	56	57	58	59	60
CHRM1 PAM	-11	8	11	-2	5	-19
CHRM1 antagonist	15	-2	-12	4	-11	17
CHRM4 antagonist	-7	-19	-10	7	-1	22
CHRM5 PAM	-10	-4	4	-1	0	-19
M4 PAM	-6	7	5	0	4	-18
M5 antag	16	3	15	9	8	10
CHRM4 agonist	9	0	-1	7	1	20
M5 ag	-4	-1	1	5	-3	-9
CRFR2-BP ag	0.4	-1.9	-4.4	1.2	9.7	-0.5

The order is random, and some 2.8% of all compounds hit somewhere here.
